Compound activity: PubChem, National Center for Advancing Translational Sciences (NCATS)
PKM2 activator: PKM2 (human) enzyme activation. P14618. purified PKM2, Kinase-Glo ATP luminescence, activation; response scale: 0% is enzyme alone, no compound. Potency, µM (top dose mostly 57.5 µM), for inactives: at the highest dose activation, usual class: activators. 0.34% of 260,000 active. AID 1631; note: potency is the fitted concentration of half-maximal effect; nearly all actives have a fitted effect of over 55% in size
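hPK-M2, >95% pure; 0.1 mM ADP / 0.5 mM PEP final; imidazole pH7.2 buffer w/ 7 mM MgCl2, 50 mM KCl; 1 h RT; Kinase-Glo lum. Intermediate enzyme activity for dual inhibitor/activator qHTS.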
KCNH2 3.1 block: blocks the human KCNH2 3.1 channel isoform. U2OS KCNH2 3.1, thallium flux FluxOr; hits give low values. activity change, % (tested at about 1.8 µM). 0.95% of 340,000 active. AID 720553;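 active = maximum activity change below -70%; inconclusive = maximum activity change from -70% to -50%; inactive = maximum activity change above -50%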;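 note: thallium influx rate constant from kinetic fluorescence after stimulation buffer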
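We transduce U2OS cells with the mutant 3.1 virus, culture them overnight, load FluxOr with Red40 quencher for 45 min, then add stimulation buffer and read kinetically for 2 min to derive a normalized rate constant.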
B2AR arrestin: recruits beta-arrestin to the human beta2-adrenergic receptor | 0.02% of 330,000 active | Potency, µM (series often up to 46.1 µM), for the others: at the top dose activation, actives largely listed as activators | beta-arrestin recruitment to beta2AR, cell-based reporter | P07550;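 note: potency is the fitted concentration of half-maximal effect; 0% = DMSO controls and full agonism = EC100 isoproterenol or metaproterenol; nearly all actives have a fitted effect of over 65% in size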
Eya2 phos inh: Eya2 (human) phosphatase inhibition | 0.006% of 330,000 active | AID 488837 | Potency, µM (doses to about 76.9 µM), without a hit: at the top dose activity, negative = inhibition, most hits filed as inhibitors | recombinant Eya2, OMFP fluorescence dephosphorylation (OMFP is methylfluorescein phosphate) | O00167; note: potency is the fitted concentration of half-maximal effect
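Eya2 protein (added as 0.2 uM solution) was preincubated with compound for 10 min at ambient temperature in 50 mM HEPES pH 7.5, 50 mM NaCl, 5 uM MgCl2, 0.05% BSA, 1 mM DTT. OMFP (added at 50 uM) then reacted 10 min; fluorescence read at 485/525 nm.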
GALK inhibitor: galactokinase (human) inhibition; 0.007% of 270,000 active; Potency, µM (series often up to 57.5 µM), for the others: top-dose activity change, negative = inhibition, actives largely listed as inhibitors; AID 1868; Purified GALK, Kinase-Glo residual ATP luminescence; note: potency is the fitted concentration of half-maximal effect
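The enzyme phosphorylates galactose (100 uM) using ATP (35 uM); inhibition is detected as higher residual ATP, quantified by bioluminescence after 1 h reaction at room temperature, pH 8.0.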
hERG WT inh: KCNH2 (human, wildtype) channel inhibition; U2OS, BacMam KCNH2, thallium flux FluxOr; hits give low values; activity change, % at 1.84 µM; 0.37% of 340,000 active;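 active = maximum activity change below -70%; inconclusive = maximum activity change between -70% and -50%; inactive = maximum activity change above -50%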
Target sequence (Q12809 whole entry, looked up): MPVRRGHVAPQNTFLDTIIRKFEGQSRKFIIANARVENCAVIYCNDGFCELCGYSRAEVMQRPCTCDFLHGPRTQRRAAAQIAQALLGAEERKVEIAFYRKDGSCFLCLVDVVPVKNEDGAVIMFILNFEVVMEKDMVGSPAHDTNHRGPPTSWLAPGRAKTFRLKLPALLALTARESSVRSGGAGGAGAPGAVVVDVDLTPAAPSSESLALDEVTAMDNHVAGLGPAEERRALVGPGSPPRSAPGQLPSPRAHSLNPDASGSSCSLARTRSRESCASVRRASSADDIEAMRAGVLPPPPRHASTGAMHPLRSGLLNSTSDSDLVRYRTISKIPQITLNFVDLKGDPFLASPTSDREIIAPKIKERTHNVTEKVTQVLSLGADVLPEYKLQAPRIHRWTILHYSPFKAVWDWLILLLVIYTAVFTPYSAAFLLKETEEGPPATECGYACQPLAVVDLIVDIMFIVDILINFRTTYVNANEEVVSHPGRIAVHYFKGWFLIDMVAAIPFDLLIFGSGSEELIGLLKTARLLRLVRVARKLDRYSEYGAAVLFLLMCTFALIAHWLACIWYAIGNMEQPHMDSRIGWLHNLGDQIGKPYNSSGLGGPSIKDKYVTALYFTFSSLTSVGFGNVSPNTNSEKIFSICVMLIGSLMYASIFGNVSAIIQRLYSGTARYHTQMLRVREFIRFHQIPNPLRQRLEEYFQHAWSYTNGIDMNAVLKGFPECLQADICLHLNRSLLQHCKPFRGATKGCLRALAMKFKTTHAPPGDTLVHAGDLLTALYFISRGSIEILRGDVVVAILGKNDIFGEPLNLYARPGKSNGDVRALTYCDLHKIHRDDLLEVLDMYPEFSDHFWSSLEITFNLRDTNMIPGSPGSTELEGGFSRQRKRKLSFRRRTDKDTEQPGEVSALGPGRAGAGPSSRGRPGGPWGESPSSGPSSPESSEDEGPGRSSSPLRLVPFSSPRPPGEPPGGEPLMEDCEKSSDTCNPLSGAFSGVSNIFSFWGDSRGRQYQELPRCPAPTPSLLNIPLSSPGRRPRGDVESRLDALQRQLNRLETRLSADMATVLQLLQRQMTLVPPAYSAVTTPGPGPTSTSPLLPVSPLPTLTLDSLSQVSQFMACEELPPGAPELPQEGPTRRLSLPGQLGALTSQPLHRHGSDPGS
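U2OS cells were transduced with wild-type KCNH2 virus (2.03 x 10^8 / mL) for 4 h at room temperature, then cultured overnight at 37 C. Thallium flux was read with FluxOr dye. Rate constants were normalized to DMSO controls.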
Coupling enz: inhibits coupling enzyme system, counter-screen for aldolase hits. coupling enzyme system counterscreen, AmpLite Red fluorescence. activity change, negative = inhibition, % at 58.2 µM, hits read low. 0.67% of 290,000 active; in the data active = activity change below about -30%
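Counterscreen lacking aldolase: glyceraldehyde-3-phosphate coupling-enzyme reagent preincubated 10 min at RT with compound (at 57.5 uM final), then substrate/coupling system with AmpLite Red added; fluorescence read at 525/598 nm after 20 min RT.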
Giardia kill: Giardia lamblia killing; Giardia lamblia trophozoite viability; 0.15% of 340,000 active; activity change, % at 7.66 µM, hits read low; in the data active = activity change below about -80%; inconclusive = between about -30% and that limit;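 note: parasites exposed to compound for two days anaerobically before the ATP read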
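Trophozoites 100 cells/well + cpd; 48 hrs, 37 deg C, anaerobic. ATPLite 1-Step added, 15-30 min RT, luminescence read (ATP-based viability).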
BCR signal inh: chronic active BCR signaling inhibition; ABC-DLBCL IkBa-CBG/CBR reporter, luminescence ratio, 4 h; Potency, µM (titrated, usually from 46.1 µM), inactives show at the top dose ratio change, negative = lower green/red ratio, most hits filed as inhibitors; 0.05% of 340,000 active; active = well fitted inhibition curve with a large enough effect in the signal ratio, with a control signal flat, not every such curve was filed as active; inconclusive = small, poorly fitted or top-dose-only effect, or effect the other way, or a change in a side signal; the % refers to the signal ratio;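 note: potency is the fitted concentration of half-maximal effect; plate controls were basal doxycycline-induced cells for no effect and cells given 10 µM MG132 for full effect; MG132 reads +100%, hits lower the ratio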
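Doxycycline induced both beetle luciferases in TMD8 lymphoma cells; IKK-driven degradation limits the IkappaBalpha-fused green signal, while red luminescence normalises for cell number and nonspecific effects. Compounds tested up to 46 uM, 4 hrs.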
USP2a block: blocks human ubiquitin-specific protease USP2a. USP2 core, Ub-CHOP2 coupled fluorogenic reporter, 485/531. Potency, µM (titrated, usually from 38.3 µM), for the others: top-dose activity change, negative = inhibition, most hits filed as inhibitors. 0.01% of 330,000 active;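 note: potency is the fitted concentration of half-maximal effect; plate controls were DMSO wells for no effect and full inhibition by NEM control for full effect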
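Deubiquitinase activity read as fluorescence (485/531 nm) after Ub-CHOP2 cleavage activates the enterokinase reporter on its substrate; USP2 core 10nM, Ub-CHOP2 and substrate 25nM each, 30min compound preincubation then 60min RT; data normalized to NEM, curves fitted.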
uPA generation: inhibitors of cell surface uPA generation; cell surface uPA generation assay, qHTS; Potency, µM (top dose mostly 38.3 µM), without a hit: at the highest dose activity change, negative = inhibition, actives largely listed as inhibitors; 0.31% of 330,000 active; active = well fitted inhibition curve with a large enough effect; inconclusive = small, poorly fitted or top-dose-only effect; inactive = no such curve, though single readings can be large or run the other way; tested in mouse RAW 264.7 cells; note: potency is the fitted concentration of half-maximal effect; nearly all actives have a fitted effect of over 55% in size
Numbers without * were called inactive; ? = inconclusive; . = no result given; & = joins results of further samples; [ ] = dose if it differs, or a comment. Unless noted, calls come from the whole dose curve; as a rule, active = well fitted curve in the direction sought with a large enough effect; inconclusive = small, poorly fitted or top-dose-only effect, or another doubt; inactive = no such curve, though single readings can be large; an effect the other way counts as inactive or inconclusive. Unless noted, % is set by controls: 0 for no effect and ±100 for the full control effect.

Fields – PKM2 activator | KCNH2 3.1 block | B2AR arrestin | Eya2 phos inh | GALK inhibitor | hERG WT inh | Coupling enz | Giardia kill | BCR signal inh | USP2a block | uPA generation
Cc1ccc(/C=C/C(=O)NC(=S)N2CCN(C)CC2)cc1
→ 0% | -16 | -1.4% | -5% | 1% | -4 | 4 | -5 | -3% | 6% | 0%
CCOC(=O)/C(=C/c1ccc(Cl)cc1)NC(=O)c1ccco1
→ -6% | 0 | 0.1% | -2% | 1% | -6 | 4 | -14 | 5% | -1% | -5%
CCOc1ccccc1/C=N/NC(=O)CNC(=O)COc1ccccc1
→ 3% | 0 | 0.0% | -1% | 1% | -3 | -44* | -9 | 2% | 1% | .
CN(C)CC(=O)Nc1cc(C(F)(F)F)ccc1Cl
→ -6% | -4 | 0.3% | 3% | 0% | 0 | 0 | -13 | 25% | 1% | -2%
Cc1ccccc1NC(=O)c1nn(C)c2c1CS(=O)(=O)c1ccccc1-2
→ . | -3 | -0.3% | 0% | -5% | 18 | . | -11 | -8% | 2% | 13%
Cc1cc2cc(CNC(=O)CCC(=O)O)ccc2[nH]1
→ -3% | 2 | -0.9% | 23% | 0% | -5 | 1 | 1 | 3% | 0% | -5%
CC(C)(C)[C@H]1C=C(C(N)=O)O[C@@H](OCc2ccc(CO)cc2)C1
→ 0% | 8 | 0.0% | 14% | 2% | -5 | 2 | -2 | -27% | 0% | 2%
O=c1oc2ccccc2c(NC(c2ccccc2)c2ccccc2)c1[N+](=O)[O-]
→ -3% | -6 | -1.0% | -4% | . | -18 | 6 | 8 | ? | -2% | -9%
N#Cc1nc(Cc2cccc3ccccc23)oc1NCc1ccco1
→ 19% | 0 | -0.3% | 9% | 2% | -26 | 0 | -3 | -5% | 1% | .
CCN1CCN(C(=O)C2CCC(CNS(=O)(=O)c3ccc(NC(C)=O)cc3)CC2)CC1 (configuration not stated)
→ . | 3 | -0.4% | 6% | 1% | 19 | . | 8 | -6% | 3% | 0%
COc1cc(C2Oc3ccccc3C=C2[N+](=O)[O-])cc(OC)c1OC (configuration not stated)
→ ? | -17 | -0.4% | 2% | -2% | 3 | 0 | ? | ? | -14% | ?
Cc1nc(N2CCC(C)CC2)c2nnn(Cc3ccccc3)c2n1
→ -3% | -2 | 0.1% | -11% | -4% | -4 | -3 | 8 | 20% | -6% | 5%
COc1ccc(O)c(C(=O)CC(=O)c2ccccc2)c1
→ 16% | . | -0.7% | 5% | 0% | . | -1 | . | 4% | -8% | .
O=C(CCn1c(=S)[nH]c2ccccc2c1=O)Nc1cccc(Cl)c1
→ . | -2 | -1.1% | -6% | -6% | -31 | . | 7 | ? | 3% | -5%
Cc1ccc(CNC(=O)c2nn(C)c3c2CS(=O)(=O)c2ccccc2-3)cc1
→ . | 11 | 0.2% | -2% | 1% | -2 | . | -7 | 1% | 0% | -4%
CCOc1ccccc1C(=O)N[C@H](C(=O)OCc1cc(=O)oc2cc(C)ccc12)C(C)C
→ 13% | 0 | -0.7% | -9% | 1% | 11 | 4 | 31[activator] | ? | 1% | -82%
CC(=O)N1CCc2cc(S(=O)(=O)N3CC(C)CC(C)C3)ccc21 (configuration not stated)
→ . | -11 | -0.2% | 8% | -3% | -2 | . | -28 | -4% | 2% | 1%
COc1ccc(C2=NOC3(CC(=O)N(c4ccc(F)cc4)C3=O)C2)cc1 (configuration not stated)
→ 8% | -17 | -0.6% | 6% | -4% | 8 | -2 | 13 | ? | 1% | 2%
COc1cccc(C(=O)Nc2ccc3c(c2)OCO3)c1OC
→ -9% | -1 | -0.2% | 9% | 0% | -6 | -1 | -9 | 11% | 0% | -2%
Cc1sc2nc(SCCN(C)C)n(-c3ccccc3)c(=O)c2c1-c1ccc(F)cc1
→ . | 7 | 0.4% | 2% | -1% | 12 | 0 | 0 | 0% | -1% | 3%
COc1ccc(C(C[N+](=O)[O-])c2c(C)[nH]c3ccccc23)cc1OC (configuration not stated)
→ 6% | 3 | 0.4% | -3% | -3% | 14 | -10 | 12 | -19% | 1% | -5%
CC(=O)Nc1ccc(Oc2cc(C#N)c(C#N)cc2N2CCCCCC2)cc1
→ 6% | -11 | 14% | -12% | 2% | 2 | -2 | -23 | -5% | -1% | -4%
Cn1c(=O)[nH]c(=O)c2c1nc1n2CC(O)CN1c1ccccc1 (configuration not stated)
→ . | 8 | 0.0% | -10% | -1% | 25 | 0 | -1 | 0% | -7% | 0%
Cc1ccc(S(=O)(=O)N(C)C)cc1-n1c(SCC(=O)Nc2ccc(F)c(F)c2F)nc2ccccc2c1=O
→ -3% | -5 | -1.2% | -1% | 2% | 13 | -3 | 11 | ? | 2% | 3%
Cc1nc(NC(=O)c2cnccn2)ccc1Br
→ . | -8 | -0.5% | -3% | 6% | -34 | 0 | -9 | 1µM* | 1% | -6%
Nc1nc(SCc2c(F)cccc2Cl)[nH]c(=O)c1-c1ccccc1
→ -4% | -21 | 0.0% | 10% | 3% | -3 | 4 | -10 | 0% | -8% | .
CCCCCc1c(C)c(C#N)c2nc3ccccc3n2c1-n1ccnc1C
→ -7% | -8 | 0.3% | -19% | 0% | 1 | -2 | 6 | ? | -4% | -2%
CN(C)C(=S)Nc1ccc2ccccc2c1
→ 6% | 3 | 4.9% | 5% | 0% | 4 | 1 | 1 | -2% | 5% | 1%
COc1ccc(Cl)cc1C(=O)Nc1ccc(N(C)C(C)=O)cc1
→ -3% | 3 | 4.2% | 12% | 0% | -12 | 0 | -1 | 6% | 2% | -6%
O=S(=O)(NC1CCCC1)c1ccc(S(=O)(=O)N2CCc3ccccc32)cc1
→ 3% | -11 | 0.4% | 0% | -1% | -2 | 3 | 3 | ? | 4% | -22%
Cc1nn(C(C)C(=O)N2CCOCC2)c(=O)c2nn(-c3ccccc3)c(C)c12 (configuration not stated)
→ . | 1 | 0.1% | -4% | -3% | -11 | . | -18 | 0% | 3% | -7%
CCCNC(=O)C(Cc1ccc(C(F)(F)F)cc1)NC(=O)c1ccc2ccccc2n1 (configuration not stated)
→ . | -20 | 0.2% | -1% | . | -7 | . | -8 | 0% | 0% | 20%
CCN(c1ccc(NC(=O)COC(=O)/C=C/c2cccs2)cc1)C(C)C
→ 8% | -17 | 0.3% | -25% | 4% | 0 | 2 | 9 | 3% | -6% | 0%
O=C(Nc1cccc(NC(=O)c2cccs2)c1)c1cccnc1
→ -4% | -8 | 0.1% | 8% | -1% | -10 | -6 | -18 | ? | 0% | 1%
CC1CCN(Cc2nc3c(c(=O)n(C)c(=O)n3C)n2CCCc2ccccc2)CC1
→ -3% | 3 | 0.0% | 0% | 1% | 0 | 0 | 0 | 1% | 2% | 0%
Cc1ccc(NC(=O)CN2C(=O)NC3(CCCCCCC3)C2=O)cc1C
→ . | -24 | 0.0% | -4% | . | -9 | . | 5 | ? | -4% | -11%
COc1cccc(C2C(C(=O)Nc3nc4ccccc4s3)=C(C)NC3=C2C(=O)CC(C)(C)C3)c1OC (configuration not stated)
→ 4% | -5 | -0.5% | 11% | -2% | 1 | 3 | 31[activator] | 3% | 1% | 4%
CCOC(=O)C1CCN(C(=O)c2cccc(NC(=O)C(CC)CC)c2)CC1
→ 0% | -9 | -0.1% | 3% | 0% | -8 | 3 | 25 | ? | 0% | 1%
COc1ccc(/C=C2\SC(=O)N(CC(=O)Nc3ccccc3O)C2=O)cc1OC
→ . | -10 | -0.1% | -7% | -3% | 11 | -1 | -5 | -5% | 4% | ?
COc1ccc(Cl)cc1NC(=O)CN(C)C(=O)c1cc(-c2ccncc2)nc2ccccc12
→ . | -14 | -0.2% | 10% | . | 2 | . | 11 | -13% | 1% | 8%
Cn1c(SCc2cccc(F)c2)nnc1-c1ccncc1
→ . | 6 | 3.0% | -13% | . | -9 | 0 | -9 | ? | 1% | 4%
Cc1cccc(N(CC(=O)N2CCCC2)S(C)(=O)=O)c1
→ -2% | 33 | -1.0% | -7% | -3% | 7 | 3 | -1 | -3% | 0% | -2%
Cc1ccc(Cl)cc1NC(=O)c1ccc(NC(=O)CCC(=O)O)cc1
→ 3% | -3 | -1.0% | -3% | 2% | 3 | 4 | -2 | 2% | 1% | 2%
CCOC(=O)CN(Cc1ccccc1)C(=O)OC(C)(C)C
→ 4% | . | 0.3% | 7% | . | . | 1&3 | -13 | 3% | 0% | .
CCOC(=O)CC1=NN(c2ccccc2)C(=O)/C1=C\c1ccc(N(C)C)cc1
→ 3% | -12 | -0.2% | -11% | 1% | 1 | -5 | -16 | 1% | 0% | 2%
O=C(C1CC1)N1CCCC(c2ccc(Cl)cc2)=N1
→ 25% | 2 | -0.2% | -23% | 1% | 4 | 1 | -7 | 9% | 0% | -5%
